FBW7 act: activators of human E3 ligase FBW7 | AlphaScreen FBW7–phospho-cyclin E peptide binding, activator screen | normalized activity (activation), % at 26.1 µM | 650,000 tested, 0.13% active; in the data active means normalized activity above about 1.9%;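 further: purified mutant Fbw7 with reduced substrate affinity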
GPR151 ag: activates the human receptor GPR151; PathHunter beta-arrestin GPR151 cells, luminescence; activation, % at 11.2 µM; AID 1508602; 650,000 tested, 1% active; Q8TDV0; in the data active means activation above about 4.9%;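 further: 0% = median of compound wells and 100% = cells with positive control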
Target sequence (Q8TDV0 whole entry, looked up): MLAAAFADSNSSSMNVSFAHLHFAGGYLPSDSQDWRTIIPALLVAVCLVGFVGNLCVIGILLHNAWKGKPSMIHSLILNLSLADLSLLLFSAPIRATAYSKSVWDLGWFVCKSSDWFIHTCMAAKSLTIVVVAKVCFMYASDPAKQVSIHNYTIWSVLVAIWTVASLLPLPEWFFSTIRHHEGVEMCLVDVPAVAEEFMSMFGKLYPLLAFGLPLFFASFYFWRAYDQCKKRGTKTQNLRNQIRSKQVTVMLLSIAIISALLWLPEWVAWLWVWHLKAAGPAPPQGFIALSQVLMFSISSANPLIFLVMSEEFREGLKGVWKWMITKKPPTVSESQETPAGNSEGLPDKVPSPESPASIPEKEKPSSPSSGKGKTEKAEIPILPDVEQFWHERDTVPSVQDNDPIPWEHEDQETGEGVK
TEAD-YAP inh: TEAD-YAP interaction inhibition; HEK-TIYL cells, TEAD-Gal4/YAP UAS-luciferase luminescence; inhibition, % at 9.12 µM; 640,000 tested, 1.4% active; AID 1259422; in the data active means inhibition above about 32%;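 further: 0% = median of test compound wells and 100% = reference inhibitor wells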
MITF primary: human MITF inhibition, primary screen; inhibition, % at 2.6 µM; 650,000 tested, 0.91% active; AlphaScreen MITF homodimerization, bead proximity signal; AID 1259374; in the data active means inhibition above about 50%;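 further: 0% = vehicle wells with protein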
Target sequence (O75030 whole entry, looked up): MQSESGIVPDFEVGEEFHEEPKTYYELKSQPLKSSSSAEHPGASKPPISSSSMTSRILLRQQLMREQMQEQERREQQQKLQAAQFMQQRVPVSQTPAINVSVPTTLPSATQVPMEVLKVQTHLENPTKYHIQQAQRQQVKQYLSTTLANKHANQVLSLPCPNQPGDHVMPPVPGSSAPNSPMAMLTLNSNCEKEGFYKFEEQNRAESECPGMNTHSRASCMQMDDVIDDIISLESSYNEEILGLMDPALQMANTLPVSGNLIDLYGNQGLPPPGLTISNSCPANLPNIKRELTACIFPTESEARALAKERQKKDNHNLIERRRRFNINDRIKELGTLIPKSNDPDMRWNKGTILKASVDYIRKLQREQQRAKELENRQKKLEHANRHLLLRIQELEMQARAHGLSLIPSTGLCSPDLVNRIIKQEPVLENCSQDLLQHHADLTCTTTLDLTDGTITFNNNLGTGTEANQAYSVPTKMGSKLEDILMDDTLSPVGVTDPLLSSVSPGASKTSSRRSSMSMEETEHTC
Active calls of the source: *; & = joins results of further samples.

SMILES	FBW7 act	GPR151 ag	TEAD-YAP inh	MITF primary
COc1ccccc1CNC(=O)[C@H](CCS(C)(=O)=O)N1Cc2ccccc2C1=O	0.1	-0.1	-1	9
O=C(CCCC(=O)N(CC(=O)NC1CCCC1)Cc1ccc(F)cc1)Nc1ccccn1	0.1	1.0	-1	12
CSc1ncc(F)c(NCCO)n1	0.1	0.5	-3	13
COc1ccccc1-c1cc(C(N)=O)on1	-0.1	1.4	-5	6
CC(=O)c1ccc(NC(=O)Cn2ncc3c2-c2ccccc2OC3)cc1	0.0	0.6	1	-1
COc1cc(/C(C)=N\NC(=O)c2ccncc2)cc(OC)c1OC	-0.1	2.0	-16	13
O=C(COC(=O)c1cccc(I)c1)NC12CC3CC(CC(C3)C1)C2	0.1	-0.8	1	11
COc1cc(C2C3=C(CC(C)(C)CC3=O)Nc3nc4ccccc4n32)cc(OC)c1OC (stereo not given)	0.1	-0.4	-1	10
C=CCOc1ccc(C2Nc3ccccc3-c3nnc(SCC)nc3O2)cc1 (stereo not given)	-0.2	1.7	-19	-3
CCC(=O)c1ccccc1NC(=O)c1ccccc1	0.6	0.9	6	-5
COC(=O)Nc1ccc2c(c1)ncn2C1CCCCC1	0.7	0.8	-17	0
CC(C)OCCCNC(=O)CC1C(=O)NCCN1CC(c1ccccc1)c1ccccc1 (stereo not given)	0.0	3.7	12	3
Cc1cc2nc3c(=O)[nH]c(=O)nc-3n(C(O)C(O)C(O)C(O)CO)c2cc1C (stereo not given)	0.3	2.7	9	12
CCOC(=O)C(C(=O)OCC)C(CC(=O)C1CC1)c1ccccc1 (stereo not given)	-0.1	0.2	1	8
CC(=O)[C@]1(O)Cc2c(O)c3c(c(O)c2[C@@H](O[C@H]2C[C@H](N)[C@H](O)[C@H](C)O2)C1)C(=O)c1ccccc1C3=O	-0.2&0.5	1.0&-0.5	-33&-51	12&8
CN(CCc1ccccn1)C(=O)c1nn2c(C(F)(F)F)c3c(nc2c1Cl)-c1ccccc1CC3	0.0	0.6	4	-9
Cc1cccc(OCCNC(=O)c2ccc(Oc3ccc(C(F)(F)F)cc3[N+](=O)[O-])cc2)c1	-0.1	1.6	7	-2
COc1cc(C(=S)N2CCC(C(N)=O)CC2)cc(OC)c1OC	-0.1	0.2	4	1
CC(SCC(=O)Nc1ccc(Cl)cc1)c1nc2ccccc2c(=O)[nH]1 (stereo not given)	-0.1	-0.4	1	-4
CCC(C)(C)NC(=O)C(c1cccnc1)N(C(=O)c1csnn1)c1ccc(F)cc1 (stereo not given)	-0.1	-0.5	-1	-7
COc1ccc(C(=O)N2CCC3(CC2)NC(=O)c2ccccc2O3)cc1Cn1cccn1	0.1	-0.2	0	5
COc1cccc(N2CCN(Cc3ccc(C(=O)O)cc3)CC2)c1	0.4	-1.1	11	8
Cc1ccc(C2=CC(c3ccccc3)n3c(nc4ccccc43)N2)cc1 (stereo not given)	0.0	-5.0	15	0
O=C(O)C1Cc2c([nH]c3ccccc23)C(c2cc(OCc3ccccn3)ccc2Br)N1 (stereo not given)	-0.1	2.0	-12	9
O=C(Nc1nnc(N2CCCC2)s1)Nc1ccccc1F	0.2	0.1	-74	-3
COc1ccc(Cc2nnc(N/N=C/c3ccccc3O)[nH]c2=O)cc1OC	-0.7	0.5	85*	112*
CC(NC(=O)OC(C)(C)C)C(=O)N1CCCC1C(=O)NC(Cc1ccccc1)C(N)=O (stereo not given)	0.3	0.0	-4	29
CCN(CC)/C(=N\O)c1cccc([N+](=O)[O-])c1	0.0	1.1	-7	14
COc1ccc(S(=O)(=O)N(CC(=O)Nc2ccc(F)c(Cl)c2)c2ccc(C)cc2)cc1OC	0.0	-0.7	-2	-4
Cc1ccccc1CNC(=O)C1CCN(C(=O)N2CCOc3ccccc32)CC1	0.4	-3.1	-14	19
COc1ccc(S(=O)(=O)NCC2CCCN(CC(C)(C)C)C2)cc1 (stereo not given)	0.1	1.2	4	18
CCc1c(C)sc(NC(=O)c2cc3n(n2)C(C(F)(F)F)CC(c2ccco2)N3)c1C#N (stereo not given)	0.1	-0.3	-7	-2
O=C(Nc1cc2c(ccc3ccccc32)oc1=O)c1ccc(F)cc1	-0.1	-0.1	7	7
CCN1CC(CNC(=O)CCc2nnc(-c3ccc(C)s3)o2)CC1=O (stereo not given)	-0.1	-0.9	-7	1
COc1ccc(C2C(C(=O)Nc3cc(C)ccn3)=C(C)NC3=C2C(=O)CCC3)cc1 (stereo not given)	-0.1	-0.3	-10	3
CCOC(=O)c1c(NC(C)=O)sc(C(=O)Nc2cc(C)ccc2C)c1C	0.1	-1.0	-4	-3
CCCNC(=O)c1csc(Nc2cc(OC)c(OC)c(OC)c2)n1	0.7	-1.4	2	3
COc1ccc(C(=O)Nc2ccnn2C2CCN(C(=O)C=C(C)C)CC2)cc1	0.1	0.0	-15	-3
Cc1ccc(OCC(=O)Nc2ccc(C(C)C)cc2)cc1	0.1	-0.4	-3	13
CC(=O)N1C(C(=O)NCc2cccc(Cl)c2)CSC12CCN(C)CC2 (stereo not given)	0.4	-0.8	4	-1
CC(C)CNC(=O)c1ccccc1NS(=O)(=O)c1ccccc1[N+](=O)[O-]	-0.1	0.0	-1	10
COc1ccc(S(=O)(=O)N2CCCC2)cc1OC	0.1	-0.8	-1	10
Cc1cccc(NC(=O)CCNS(=O)(=O)c2cc(Br)cnc2N)c1C	0.0	0.7	0	-14
OCCC1CN(Cc2ccccn2)CCN1CCc1ccccc1 (stereo not given)	-0.2	-1.1	-3	11
O=C(CCSc1ccccc1)Nc1nc2ccc3ccccc3c2s1	-0.1	-1.4	8	-3
Cc1cccc(NC(=O)C(=O)NCCO)c1C	0.0	-0.6	4	8
COc1cc(=O)n2c(c1C(=O)NCc1ccco1)CCN(CC(C)C)CC2	0.1	0.7	-30	-11
Cc1ccc(S(=O)(=O)N(CC(=O)NC(C)(C)C)c2ccc(Br)cc2)cc1	-0.2	0.1	12	-12
COc1ccc(C(=O)Nc2ccccc2C(=O)NC(C(=O)NNC(=O)CSc2nc3ccccc3o2)C(C)C)cc1 (stereo not given)	-0.2	0.1	7	11
CCOC(=O)c1ccc(N=C2NC(=O)/C(=C\c3ccccc3OCC(=O)O)S2)cc1	0.1	0.9	-7	5
COc1cc(/C=C2/N=C(c3ccccc3F)OC2=O)cc(OC)c1OC(C)=O	0.2	0.0	-4	-9
Cc1cccc(C(=O)Nc2ccc3nc(SCc4ccc(C(C)(C)C)cc4)sc3c2)c1	0.0	-1.4	-31	-5
COc1cc(/C=N/N=C/c2cc(OC)c(OC)c(OC)c2)cc(OC)c1OC	-0.1	0.6	-5	4
Cc1ccc(/C(O)=C/C(=O)C(=O)O)cc1	-0.3	0.6	-6	-11
CCN(CC)CCn1c(=S)[nH]c2cc(C(=O)NCc3ccc(F)cc3)ccc2c1=O	0.2	2.2	6	10
CCCC(C(=O)O)C(C)CC(=O)Nc1ccc(C(=O)O)cc1 (stereo not given)	-0.2	0.1	0	-9
COc1ccc(CN2CCNC(=O)C2CC(=O)NCc2ccccc2Cl)c(OC)c1 (stereo not given)	0.2	-1.6	10	-6
Nc1cccc2c1C(=O)N(CC(=O)O)C2=O	-0.1	-1.2	-3	6
C=CCNC(=O)/C(C#N)=C/c1c(Oc2cccc(C)c2C)nc2ccccn2c1=O	0.1	-1.7	27	16
COc1cccc2c1OC1(CCN(C(=O)Cc3cccs3)CC1)OC2	0.4	0.0	-10	1

Next results follow.
SMILES	FBW7 act	GPR151 ag	TEAD-YAP inh	MITF primary
COc1cccc(/C=N/NC(=O)c2ccc(O)cc2)c1	-0.1	-1.3	-9	-4
CCOc1ccc(/C=C/C(=O)Oc2ccc3c(C)cc(=O)oc3c2)cc1	-0.1	0.3	9	-5
COc1ccc(S(=O)(=O)N2CCC(c3c[nH]c4ccccc34)CC2)cc1	-0.1	-0.7	-6	11
Cc1cc(NC(=O)CSc2nc3cc(C(=O)NCC4CCCO4)ccc3c(=O)n2Cc2ccco2)n[nH]1 (stereo not given)	-0.2	-1.3	9	-1
CC(C)(C)c1cn2c3ccccc3nc2n1CCN1CCCCC1	0.0	-0.8	-4	4
Cc1cc(Cl)ccc1OCC(=O)Nc1ccc(C(=O)OC2CCCCC2)cc1	0.0	0.7	3	0
CC(Nc1nc2c(c(=O)n(C)c(=O)n2C)n1Cc1ccccc1Cl)c1ccccc1 (stereo not given)	-0.1	-1.0	-9	-12
CCn1cnc2sc(C(=O)Nc3ccc(OC)c(OC)c3)c(C)c2c1=O	0.0	-1.1	-25	1
CC(=O)Nc1ccc2c(c1)-c1ccc(NC(C)=O)c3cccc-2c13	1.3	-1.3	-26	22
CCc1ccc2c(c1)c1nnc(SCC(=O)NC3CC3)nc1n2C	0.1	-0.9	-3	-11
O=C(Nc1ccccc1C(=O)N1CCCCC1)c1cccc(S(=O)(=O)N2CCOCC2)c1	0.3	-1.9	-2	14
COc1cccc(Cn2nnc(C(=O)O)c2C(=O)O)c1	0.1	-0.3	6	6
COc1cccc(/C=C(\C#N)c2nc3ccccc3o2)c1O	0.0	-2.0	-42	12
CCCNc1nc(Nc2cnccn2)nc2c1ncn2C1CCCCC1	0.1	-1.6	-11	5
CCOC(=O)c1c(NC(=O)CSc2nnc(CNC(=O)c3cccc(OC)c3)n2-c2ccc([N+](=O)[O-])cc2)sc2c1CCC2	-0.1	-0.9	-7	6
O=C1CCC(C(=O)Nc2ccccc2Cl)=NN1	-0.1	1.5	-13	6
O=C1OC(c2ccc(Cl)cc2Cl)=N/C1=C\c1cc(Br)ccc1F	0.0	-0.1	3	10
CCN1C(=O)/C(=C/N(C)c2ccccc2)OC1=S	0.1	0.4	-39	-2
Cc1ccc2nc(-c3ccc(N4C(=O)CC(NCc5ccco5)C4=O)cc3)sc2c1 (stereo not given)	0.3	0.5	3	0
COc1ccc(S(=O)(=O)N(CCc2ccccc2)CC(=O)N2CCN(C)CC2)cc1C	0.9	0.0	12	14
CC(=O)Nc1cccc(C(=O)NCc2ccco2)c1	0.2	-0.3	-6	-1
Cc1ccc2nc(-c3ccccc3)cc(C(=O)NCc3ccccc3)c2c1	0.0	0.2	1	-7
Cc1cc(I)cnc1NC(=S)NC(=O)c1ccco1	-0.1	0.2	-56	4
CCOC(=O)C1=C(C)NC2=C(C(=O)C(C(=O)OC)C(C)C2)C1c1cccc(O)c1 (stereo not given)	0.1	-0.3	12	-5

A run of entries from further up:
SMILES	FBW7 act	GPR151 ag	TEAD-YAP inh	MITF primary
COc1ccccc1CNC(=O)[C@H](CCS(C)(=O)=O)N1Cc2ccccc2C1=O	0.1	-0.1	-1	9
O=C(CCCC(=O)N(CC(=O)NC1CCCC1)Cc1ccc(F)cc1)Nc1ccccn1	0.1	1.0	-1	12
CSc1ncc(F)c(NCCO)n1	0.1	0.5	-3	13
COc1ccccc1-c1cc(C(N)=O)on1	-0.1	1.4	-5	6
CC(=O)c1ccc(NC(=O)Cn2ncc3c2-c2ccccc2OC3)cc1	0.0	0.6	1	-1
COc1cc(/C(C)=N\NC(=O)c2ccncc2)cc(OC)c1OC	-0.1	2.0	-16	13
O=C(COC(=O)c1cccc(I)c1)NC12CC3CC(CC(C3)C1)C2	0.1	-0.8	1	11
COc1cc(C2C3=C(CC(C)(C)CC3=O)Nc3nc4ccccc4n32)cc(OC)c1OC (stereo not given)	0.1	-0.4	-1	10
C=CCOc1ccc(C2Nc3ccccc3-c3nnc(SCC)nc3O2)cc1 (stereo not given)	-0.2	1.7	-19	-3
CCC(=O)c1ccccc1NC(=O)c1ccccc1	0.6	0.9	6	-5
COC(=O)Nc1ccc2c(c1)ncn2C1CCCCC1	0.7	0.8	-17	0
CC(C)OCCCNC(=O)CC1C(=O)NCCN1CC(c1ccccc1)c1ccccc1 (stereo not given)	0.0	3.7	12	3
Cc1cc2nc3c(=O)[nH]c(=O)nc-3n(C(O)C(O)C(O)C(O)CO)c2cc1C (stereo not given)	0.3	2.7	9	12
CCOC(=O)C(C(=O)OCC)C(CC(=O)C1CC1)c1ccccc1 (stereo not given)	-0.1	0.2	1	8
CC(=O)[C@]1(O)Cc2c(O)c3c(c(O)c2[C@@H](O[C@H]2C[C@H](N)[C@H](O)[C@H](C)O2)C1)C(=O)c1ccccc1C3=O	-0.2&0.5	1.0&-0.5	-33&-51	12&8

(cont.)
SMILES	FBW7 act	GPR151 ag	TEAD-YAP inh	MITF primary
OC(COc1ccc(-c2ccccc2)cc1)CN1CCN(c2ccccn2)CC1 (stereo not given)	0.2	-0.9	1	19
COc1ccc(S(=O)(=O)Nc2ccccc2)cc1OC	-0.2	0.0	5	-61
COC(=O)c1ccc(COc2ccc3c(oc(=O)c4cc(OC)ccc43)c2C)o1	0.5	-0.1	8	3
COc1ccc(-c2csc(Nc3ccc(O)c(C(=O)O)c3)n2)cc1C	0.1	-0.7	10	-5
O=C(O)c1cc(-c2ccccc2)nc2nc(N3CCCCC3)sc12	-0.1	-0.3	3	1
Cc1cc(C)cc(Oc2coc3cc(OCC(=O)O)ccc3c2=O)c1	0.3	-0.3	-4	4
Cc1cc(C(=O)NCc2ccccc2)no1	-0.2	-1.3	-7	-5
O=[N+]([O-])c1ccc(O)c(CSc2nnc(-c3ccoc3)o2)c1	0.0	-1.4	-8	-8
COc1ccc(C2CC(=O)N3CN(Cc4ccco4)CSC3=C2C#N)cc1 (stereo not given)	-0.7	-0.4	-9	-11
CCOC(=O)C(CC)Sc1nc2[nH]ncc2c(=O)[nH]1 (stereo not given)	0.7	1.7	8	8
COc1ccc(C2CC(=O)N(Cc3ccc(F)cc3)c3ccccc3S2)cc1OC (stereo not given)	0.0	0.5	1	-9
COc1ccc(C)cc1S(=O)(=O)NC1CC(C)(C)NC(C)(C)C1	-0.1	0.3	0	4
Cc1ccc([N+](=O)[O-])cc1S(=O)(=O)N1CCCCC1C(=O)O (stereo not given)	0.1	1.6	5	5

No enrichment for hits; 3.4% or so of the library scored in one or more.
